ALDH1A1 block: inhibitors of human aldehyde dehydrogenase 1A1. 7.3% of 220,000 active. Potency, µM (doses to about 75.3 µM), for inactives: at the highest dose activity, negative = inhibition, actives largely listed as inhibitors. Purified ALDH1A1, NADH fluorescence, propionaldehyde substrate; active means well fitted inhibition curve with a large enough effect, not every such curve was filed as active; inconclusive means small, poorly fitted or top-dose-only effect, or another doubt; inactive means no such curve, though single readings can be large or run the other way;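 further: plate controls were no enzyme wells and a reference inhibitor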
Target sequence (P00352 whole entry, looked up): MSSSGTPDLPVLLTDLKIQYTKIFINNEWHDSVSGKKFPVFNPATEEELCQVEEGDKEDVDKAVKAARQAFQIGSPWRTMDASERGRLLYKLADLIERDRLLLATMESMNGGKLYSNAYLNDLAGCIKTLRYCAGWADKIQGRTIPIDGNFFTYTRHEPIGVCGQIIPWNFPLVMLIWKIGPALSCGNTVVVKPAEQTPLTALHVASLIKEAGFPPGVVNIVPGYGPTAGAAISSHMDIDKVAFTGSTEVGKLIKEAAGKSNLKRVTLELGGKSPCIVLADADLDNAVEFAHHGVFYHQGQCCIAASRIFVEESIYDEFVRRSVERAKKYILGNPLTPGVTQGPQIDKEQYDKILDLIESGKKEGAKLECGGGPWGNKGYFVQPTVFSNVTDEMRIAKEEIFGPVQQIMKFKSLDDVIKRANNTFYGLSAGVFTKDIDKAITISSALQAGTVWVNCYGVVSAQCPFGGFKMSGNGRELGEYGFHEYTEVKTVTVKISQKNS
Tau FP inhib: blocks human tau fibril formation measured by polarization; P10636; K18 P301L tau heparin fibrillization, Alexa594 FP, 6 h; Potency, µM (series often up to 57.7 µM), for inactives: at the top dose activity, negative = inhibition, actives largely listed as inhibitors; 0.39% of 280,000 active; AID 1468; further: nearly all actives have a fitted effect of over 55% in size
Target sequence (P10636 561-689 P618L limits assumed): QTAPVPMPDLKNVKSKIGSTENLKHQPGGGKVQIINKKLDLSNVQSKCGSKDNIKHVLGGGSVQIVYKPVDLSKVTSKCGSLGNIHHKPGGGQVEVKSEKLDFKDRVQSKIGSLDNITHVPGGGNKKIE
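Human tau K18 […] P301L fragment, 15 uM unlabeled plus 0.24 uM Alexa 594-labeled tau (final), with compound and 20 uM heparin in 100 mM sodium acetate pH 7; 6 hr at 37 C, then Alexa 594 FP read.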
Tau fibril ThT: inhibitors of human tau fibril formation, thioflavin T binding; P10636; recombinant tau K18 P301L, heparin-induced fibrillization, ThT fluorescence; Potency, µM (series often up to 57.4 µM), for inactives: at the top dose activity, negative = inhibition, usual class: inhibitors; 2.1% of 270,000 active; further: nearly all actives have a fitted effect of over 55% in size
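ThT emission at 510 nm, taken 1 hr after adding 30 uM dye, quantifies aggregates formed when 20 uM heparin acts on human tau K18 P301L for 6 hr at 37 C.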
L3MBTL1 block: inhibitors of human L3MBTL1 | AID 485360 | AlphaScreen L3MBTL1–H3K9me1 peptide binding | 0.66% of 230,000 active | Potency, µM (series often up to 57.1 µM), for inactives: at the top dose activity, negative = inhibition, most hits filed as inhibitors; further: nearly all actives have a fitted effect of over 60% in size
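Displacement of a biotinylated histone H3(1-15) peptide monomethylated at Lys9 (75 nM) from L3MBTL1 (50 nM) was measured by AlphaScreen after a 30 min room-temperature compound incubation; cefsulodin titration served as intraplate control.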
Tau fluor counter: counter-screen for tau fibril formation inhibitors. Potency, µM (titrated, usually from 57.7 µM), for inactives: top-dose activity change, negative = decrease. tau K18 P301L Alexa594 fluorescence, heparin fibrillization. AID 1463. 0.93% of 280,000 active; further: nearly all actives have a fitted effect of over 55% in size
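Human tau K18 P301L (15 uM unlabeled, 0.24 uM Alexa 594-labeled) in 100 mM sodium acetate pH 7 with 20 uM heparin, 6 hr at 37 C. ThT 30 uM added, 1 hr ambient; Alexa 594 FP and total fluorescence read at 555/632 nm.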
GLA spleen mod: inhibits or activates alpha-galactosidase in human spleen homogenate | P06280 | human spleen homogenate, 4MU-alpha-Gal fluorescence, 40 min | Potency, µM (doses to about 80 µM), inactives show at the highest dose activity change, negative = inhibition, actives largely listed as inhibitors | 0.008% of 240,000 active;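 further: 0% = enzyme with vehicle and -100% = no enzyme basal signal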
Target sequence (P06280 32-429 limits assumed): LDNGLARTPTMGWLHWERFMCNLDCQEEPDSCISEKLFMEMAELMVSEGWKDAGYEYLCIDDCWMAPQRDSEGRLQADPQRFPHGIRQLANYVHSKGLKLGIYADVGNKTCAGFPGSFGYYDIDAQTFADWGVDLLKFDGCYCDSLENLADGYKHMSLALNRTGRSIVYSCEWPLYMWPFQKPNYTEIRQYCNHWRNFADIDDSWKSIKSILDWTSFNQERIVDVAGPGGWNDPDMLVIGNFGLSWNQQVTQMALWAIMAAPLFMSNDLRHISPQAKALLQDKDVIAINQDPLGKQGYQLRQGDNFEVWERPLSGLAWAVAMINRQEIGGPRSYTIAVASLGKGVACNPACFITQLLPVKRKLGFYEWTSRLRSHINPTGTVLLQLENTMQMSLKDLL
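qHTS titration in buffer at pH 5.0. Alpha-galactosidase activity in spleen homogenate was measured via 4-methylumbelliferone release from 1 mM fluorogenic substrate after 40 min at 37C and a pH 10 stop. AC50 came from Hill fits of control-normalized data.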
TR SRC2 fluor cs: alters Texas Red total fluorescence, flagging assay interference | TRb/SRC2 Texas Red total fluorescence interference | Potency, µM (doses to about 106 µM), without a hit: top-dose fluorescence change, negative = quenching | 0.29% of 280,000 active | AID 1479; active means well fitted curve in either direction with a large enough effect; inconclusive means small, poorly fitted or top-dose-only effect
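Human TRβ ligand-binding domain (0.6 uM) and Texas Red SRC2 peptide (20 nM) in Tris buffer with 1 uM T3 and 5% DMSO were incubated with pinned compound for 5 hr at ambient temperature. Total fluorescence was computed as S + 2P (555/632 nm).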
TRb SRC2 PPI: TRbeta-SRC2 interaction inhibition; 0.065% of 280,000 active; AID 1469; TRbeta-SRC2 peptide binding, fluorescence polarization; receptor liganded with 1 µM T3; P10828; Potency, µM (doses to about 106 µM), without a hit: at the top dose activity change, negative = inhibition, hits mostly inhibitors;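 further: plate controls were bound peptide for no effect and peptide without receptor for full effect; nearly all actives have a fitted effect of over 50% in size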
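Human TRb ligand-binding domain (0.6 uM) is mixed with 20 nM Texas Red SRC2 peptide and 1 uM T3; after compound addition and 5 hr at ambient temperature, polarization is measured and normalized to unbound and bound controls.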
* hit, by the source's call; ? = inconclusive; / = no result given; [ ] = remark or other dose. Unless noted, the call rests on the fitted dose curve; in most records, active means well fitted curve in the direction sought with a large enough effect; inconclusive means small, poorly fitted or top-dose-only effect, or another doubt; inactive means no such curve, though single readings can be large; an effect the other way counts as inactive or inconclusive. Unless noted, on the % scale 0 is the no-effect control and ±100 the full control effect; potency means the concentration at half of the fitted maximal effect.

SMILES	ALDH1A1 block	Tau FP inhib	Tau fibril ThT	L3MBTL1 block	Tau fluor counter	GLA spleen mod	TR SRC2 fluor cs	TRb SRC2 PPI
COc1ccc(-c2cc(OC(=O)c3ccccc3C)c3c(C)oc(C)c3c(=O)c2)cc1	/	-3%	?	/	-10%	/	-24%	1%
COc1ccc(N2CC(NC(=O)COc3ccccc3C)CC2=O)cc1OC (centres undefined)	/	-4%	-6%	/	-7%	/	-1%	-1%
Cc1ccccc1Cn1c(CN2CCN(c3ccc(F)cc3)CC2)nc2c1c(=O)n(C)c(=O)n2C	-6%	5%	2%	21%	-1%	-2%	0%	6%
CCc1ccc(-n2c(Cc3ccccc3)n[nH]c2=S)cc1	-13%	-1%	-9%	-10%	-4%	-2%	-2%	-8%
CCC(=O)N1CC2(C)CN(C(=O)CC)CC(C)(C1)C2	17%	3%	-3%	7%	2%	1%	3%	3%
CC1CN(C(=O)c2cccn(Cc3c(Cl)cccc3Cl)c2=O)CC(C)O1 (centres undefined)	?	-7%	1%	-4%	2%	7%	3%	3%
Cc1cccc(CCN(Cc2cc3cccc(C)c3[nH]c2=O)C(=O)N2CCOCC2)c1	?	4%	-8%	/	2%	-17%	-5%	4%
Cc1ccc(-c2nn(-c3ccccc3)cc2NC(=O)c2ccccc2)cc1	-3%	-13%	-1%	7%	-23%	1%	0%	5%
Nc1nc(SCc2ccc3c(c2)OCO3)n[nH]1	6%	1%	0%	/	0%	-2%	1%	-10%
COc1cccc(-c2nnn(CC(=O)O)n2)c1	13%	-2%	-5%	3%	-1%	-4%	1%	1%
O=c1cc(-c2ccc(F)cc2F)[nH]c2ccccc12	-2%[120 µM]	1%[126 µM]	-13%[126 µM]	-8%	-18%[126 µM]	0%[119 µM]	-4%[201 µM]	-4%[201 µM]
CC(Sc1nc(-c2ccccc2)cc(C(F)(F)F)n1)C(=O)NCc1ccco1 (centres undefined)	-9%	4%	-17%	/	-15%	13%	-4%	-3%
CCOC(=O)c1[nH]c(C)c(CCC(=O)N2CCN(c3cccc(OC)c3)CC2)c1C	/	1%	-6%	/	-10%	/	-2%	3%
CCOC(=O)c1cc(C)n(CC2CCC(C(=O)Nc3ccc(Cl)cc3)CC2)c1C (centres undefined)	/	-3%	-3%	/	-21%	/	1%	0%
COc1ccc(Cn2c(O)cc(=O)[nH]c2=O)cc1	?	-15%	?	-6%	-13%	-1%	9%	26%

One compound at a time, from the list above. Order of screens: ALDH1A1 block	Tau FP inhib	Tau fibril ThT	L3MBTL1 block	Tau fluor counter	GLA spleen mod	TR SRC2 fluor cs	TRb SRC2 PPI
Listed for `Nc1nc(SCc2ccc3c(c2)OCO3)n[nH]1` → 6%	1%	0%	/	0%	-2%	1%	-10%
Listed for `CC(Sc1nc(-c2ccccc2)cc(C(F)(F)F)n1)C(=O)NCc1ccco1` (centres undefined) → -9%	4%	-17%	/	-15%	13%	-4%	-3%
Listed for `CCOC(=O)c1cc(C)n(CC2CCC(C(=O)Nc3ccc(Cl)cc3)CC2)c1C` (centres undefined) → /	-3%	-3%	/	-21%	/	1%	0%
Listed for `Cc1ccc(-c2nn(-c3ccccc3)cc2NC(=O)c2ccccc2)cc1` → -3%	-13%	-1%	7%	-23%	1%	0%	5%
Listed for `Cc1ccccc1Cn1c(CN2CCN(c3ccc(F)cc3)CC2)nc2c1c(=O)n(C)c(=O)n2C` → -6%	5%	2%	21%	-1%	-2%	0%	6%

Additional structures follow.
SMILES	ALDH1A1 block	Tau FP inhib	Tau fibril ThT	L3MBTL1 block	Tau fluor counter	GLA spleen mod	TR SRC2 fluor cs	TRb SRC2 PPI
CCC(C)C(=O)Nc1nc2ccc(OC)cc2s1 (centres undefined)	/	5%	-9%	1%	-11%	-2%	0%	-7%
C=CCC(C(=O)OC)(C(=O)OC)c1ccc(C(F)(F)F)cc1[N+](=O)[O-]	11%	2%	-1%	0%	-4%	0%	-8%	-2%
Cc1ccc(-c2nnc(Nc3ccccc3)c3ccccc23)cc1S(=O)(=O)N1CCOCC1	/	?	7%	/	-12%	/	-1%	-5%
CCCN(CCC)C(=O)C1CC(=O)OC12CCCCC2 (centres undefined)	-2%	-4%	6%	1%	6%	8%	-6%	-4%
COC(=O)C/C=C/[C@@H](C)[C@@H](/C=N/O[C@@H](C)c1cn([C@H](CO)Cc2ccccc2)nn1)NS(=O)(=O)c1ccc(C)cc1	18µM*	-1%	-10%	-5%	-14%	-1%	-2%	0%
CCOc1ccc(NC(=O)CN(C)CC(=O)Nc2cc(Cl)ccc2C#N)cc1OCC	4%	9%	-14%	/	-23%	-9%	-1%	-9%
COC(=O)CNC(=O)N1CCN(S(=O)(=O)c2ccc3c(ccn3C)c2)CC1	/	-7%	10%	/	7%	/	?	3%
Nc1ncc([N+](=O)[O-])cc1Br	/	-2%	0%	-3%	1%	1%	0%	4%
Cc1c(Br)ccc(NC(=O)CCN2C(=O)C3C4CCC(C4)C3C2=O)c1C (centres undefined)	32µM*	-4%	2%	3%	-4%	-13%	-1%	-7%
CCOC(=O)C(C)/C(C)=N/NC(N)=S (centres undefined)	?	-8%	-7%	1%	-2%	8%	-1%	2%
CCC(=O)N(CCC(c1ccc(C)cc1)c1ccco1)Cc1ccco1 (centres undefined)	22µM*	-5%	-29%	-5%	-10%	6%	-1%	4%
Cc1ccc2nc(SCC(=O)Nc3ncccn3)[nH]c2c1	/	-3%	/	/	1%	5%	-4%	-7%
CCOc1ccc(C(=O)Nc2onc3c2CCCC3)cc1	/	5%	?	/	-11%	/	3%	5%
CC(C)(CO)NC(=O)C(c1ccccc1)c1ccccc1	18%	10%	5%	-2%	14%	1%	-2%	-15%
Cc1ccc(-c2nn(-c3ccccc3)cc2/C=C/C(=O)OCC(=O)NC2CC2)o1	?	-14%	-1%	/	-16%	6%	2%	3%

Part of the list above, in CSV form:
SMILES,ALDH1A1 block,Tau FP inhib,Tau fibril ThT,L3MBTL1 block,Tau fluor counter,GLA spleen mod,TR SRC2 fluor cs,TRb SRC2 PPI
COC(=O)C/C=C/[C@@H](C)[C@@H](/C=N/O[C@@H](C)c1cn([C@H](CO)Cc2ccccc2)nn1)NS(=O)(=O)c1ccc(C)cc1,18µM*,-1%,-10%,-5%,-14%,-1%,-2%,0%
CCC(=O)N(CCC(c1ccc(C)cc1)c1ccco1)Cc1ccco1 (centres undefined),22µM*,-5%,-29%,-5%,-10%,6%,-1%,4%
Cc1ccc(-c2nn(-c3ccccc3)cc2/C=C/C(=O)OCC(=O)NC2CC2)o1,?,-14%,-1%,/,-16%,6%,2%,3%
CCC(C)C(=O)Nc1nc2ccc(OC)cc2s1 (centres undefined),/,5%,-9%,1%,-11%,-2%,0%,-7%
Cc1ccc2nc(SCC(=O)Nc3ncccn3)[nH]c2c1,/,-3%,/,/,1%,5%,-4%,-7%
Nc1ncc([N+](=O)[O-])cc1Br,/,-2%,0%,-3%,1%,1%,0%,4%

Additional compounds follow:
SMILES	ALDH1A1 block	Tau FP inhib	Tau fibril ThT	L3MBTL1 block	Tau fluor counter	GLA spleen mod	TR SRC2 fluor cs	TRb SRC2 PPI
Fc1ccccc1Cn1nnc2c(-n3ccnc3)ncnc21	?	0%	3%	8%	0%	-6%	-1%	-11%
C[n+]1nc(Nc2cccc(F)c2)sc1-c1ccc(C(=O)O)cc1	/	-7%	?	/	-18%	0%	-1%	-2%
OC(COCc1ccccc1)CN1CCN(Cc2ccc3c(c2)OCO3)CC1 (centres undefined)	-5%	4%	-8%	-1%	-6%	3%	-5%	-1%
CC(C)N(C(=O)CSc1nnc(NC(=O)c2ccco2)s1)C(C)C	3%	-2%	1%	11%	0%	-18%	-4%	2%
C/C(=N\OC(=O)c1ccc(F)cc1)c1ccc(F)c(F)c1	/	10%	-2%	10%	7%	2%	-1%	0%
CC(C)Oc1ccc(/C=N/NC(=O)C(CSCc2ccccc2)NC(=O)c2ccc([N+](=O)[O-])cc2)cc1 (centres undefined)	3%	?	-8%	-7%	?	-3%	-1%	-9%
O=C(CSCC(=O)N1CCOCC1)Nc1ccccc1	?	5%	2%	1%	9%	5%	1%	-10%
O=C(Nc1nnc(CC(c2ccccc2)c2ccccc2)s1)c1ccco1	-1%	-16%	-10%	/	-14%	-10%	-1%	0%
O=C1CN(S(=O)(=O)c2ccc(F)cc2)CC(=O)N1CCc1ccccc1	?	4%	-5%	-11%	-15%	14%	/	/
COc1ccc(C(=O)Nc2nc3n(n2)C(c2ccc(Cl)cc2)C=C(c2ccccc2)N3)cc1OC (centres undefined)	/	5%	?	/	-23%	/	-1%	-1%
Cc1ccc(CNC(=O)CCS(=O)(=O)c2cc3c(cc2C)NC(=O)CO3)cc1	/	-3%	10%	-6%	0%	/	0%	5%
CC(C)(C)NNC(=S)Nc1cccc(F)c1	?	-5%	-11%	-2%	-11%	4%	-1%	-1%
CC(=O)c1cccc(NC(=O)c2c(N3CCCC3=O)c3cc(F)ccc3n2C)c1	/	1%	3%	/	-4%	/	0%	0%
CC(C)(C)C(=O)NC1(C(F)(F)F)NC(=O)N(Cc2ccccc2)C1=O (centres undefined)	/	6%	-13%	43%[activator]	-10%	22%	-7%	-7%
COC(=O)c1c(C#N)c(N)nc2c1CCC2	?	-1%	-5%	-1%	-2%	20%	-3%	5%
COc1ccccc1CN1CCNC(=O)C1CC(=O)NCCCn1cccn1 (centres undefined)	25µM*	-2%	-9%	-4%	0%	0%	-3%	-15%
O=C(COc1c(Cl)cc(Cl)cc1Cl)c1ccc(Cl)cc1	-6%	-5%	1%	10%	6%	-4%	-1%	-1%
